# KOR beta-arrestin-1: KOR antagonists, beta-arrestin recruitment, cell-based, luminescence, uHTS (AID 1778). inhibition, % at 10 µM, or IC50 in µM where a hit was titrated. KOR beta-arrestin recruitment, luminescence, antagonist mode; higher % means a stronger effect. 290,000 tested, 0.091% active; further: strong numbers were not always called active
# HIV fusion peptide: cell-free HIV fusion peptide-binding blockers – biochemical, uHTS, fluorescence dequenching, primary screen (AID 1986). cell-free peptide binding, fluorescence dequenching, 30 min; higher % means a stronger effect. inhibition, % at 20 µM; hits with a dose series show IC50 in µM. 290,000 tested, 0.3% active; in the data active means inhibition mostly above about 52%, no sharp cut-off; inactive means mostly below about 76%; further: some results filed as inactive read as strong as hits
# NOD2 inhibition: NOD2 signaling inhibitors, cell-based, luminescence, uHTS, HEK293 (AID 1566); HEK293 NOD2/NF-kB luciferase reporter, luminescence; higher % means a stronger effect; inhibition, % at 4 µM, or EC50 in µM where a hit was titrated; 290,000 tested, 0.63% active; further: many of its hits are not listed in these tables
# Large T inhibition: SV40 large T antigen inhibitors, biochemical (AID 1903); SV40 large T antigen ATPase/helicase inhibition assay; higher % means a stronger effect; one-dose inhibition, % at 20 µM; IC50 in µM for titrated hits; 310,000 tested, 0.39% active; in the data active means a potency from the dose series; further: strong numbers were not always called active
# MgcRacGAP inhibition: MgcRacGAP GTPase-activating activity inhibitors, confirmation, biochemical, ADP Hunter fluorescence; MgcRacGAP-stimulated Rac1 GTP hydrolysis, ADP Hunter fluorescence; higher % means a stronger effect; GST-tagged Rac1 F28L mutant substrate; inhibition, % at 30 µM, or IC50 in µM where a hit was titrated; 340,000 tested, 0.6% active; AID 624330;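 active means first-screen hits whose inhibition reached a set limit at any dose in the follow-up dose series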;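 further: fluorescence reports GDP produced by GAP-driven GTP hydrolysis; strong numbers were not always called active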
# NOD1 inhibition: NOD1 signaling inhibitors, primary screen, cell-based, luminescence, uHTS (AID 1578); NOD1-driven NF-kB luciferase reporter cells, luminescence; higher % means a stronger effect; inhibition, % at 4 µM, or EC50 in µM where a hit was titrated; 290,000 tested, 1% active; in the data active means inhibition mostly above about 36%, no sharp cut-off; inactive means mostly below about 34%;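 further: HEK-293T reporter cells stimulated with the NOD1 agonist gamma-tri-DAP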
# GPR55 activation: GPR55 agonists via beta-arrestin recruitment, primary screen, imaging, U2OS cells, beta-arrestin-GFP redistribution (AID 1961); U2OS GPR55 beta-arrestin-GFP redistribution imaging; higher % means a stronger effect; one-dose activation, % at 10 µM; EC50 in µM for titrated hits; 290,000 tested, 0.048% active;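 active means activation above 40% with more than 50 cells counted in the well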;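 further: U2OS osteosarcoma cells stably expressing GPR55 and beta-arrestin-GFP; plate controls were DMSO negative control for no effect and LPI positive control for full effect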
# KOR beta-arrestin-2: KOR agonists, beta-arrestin recruitment, primary screen, cell-based, luminescence, uHTS (AID 1777); one-dose activation, % at 10 µM; EC50 in µM for titrated hits; KOR beta-arrestin recruitment, luminescence; higher % means a stronger effect; 280,000 tested, 0.02% active; in the data active means activation above about 50%, passing the limit was not always enough; further: a part of the inactive calls stands beside numbers as strong as those of hits
# GPR55 LPI antagonism: inhibition of LPI-stimulated GPR55 beta-arrestin translocation – imaging, U2OS, beta-arrestin-GFP, LPI agonist, primary screen (AID 2013); 290,000 tested, 0.13% active; one-dose inhibition, % at 10 µM; IC50 in µM for titrated hits; U2OS GPR55 beta-arrestin-GFP translocation imaging, LPI antagonism; higher % means a stronger effect;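 active means spots per cell inhibited over 60%, with over 100 cells counted and total cytoplasm intensity under 500,000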;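 further: U2OS cells stably carrying GPR55 and arrestin-GFP stimulated by 5 µM LPI near EC80; imaged beta-arrestin-GFP aggregate spots per cell after agonist stimulation; plate controls were LPI-stimulated DMSO wells for no effect and DMSO wells without LPI for full effect; some results filed as inactive read as strong as hits; confirmed hits need IC50 under 10 µM and bright autofluorescent wells are also inconclusive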
# Starred values were filed as active, the others as inactive; / = no result given; [ ] = dose if it differs, or a comment. Unless noted, no stated cut-off is given here; in the data, active means inhibition above about 50%; inactive means the rest.
structure	KOR beta-arrestin-2	MgcRacGAP inhibition	GPR55 activation	KOR beta-arrestin-1	NOD1 inhibition	NOD2 inhibition	GPR55 LPI antagonism	Large T inhibition	HIV fusion peptide
COc1ccc(S(=O)(=O)N2CCOC2CNC(=O)C(=O)NCc2ccncc2)cc1OC (stereo not drawn)	4.0%	6%	-0.2%	1%	-31%	-2%	17%	4%	2.3%
O=C(Nc1ccc(C(=O)NCCCN2CCN(c3ccccc3)CC2)cc1)C1=CSCCO1	2.3%	14%	0.0%	1%	-38%	5%	7%	8%	-1.9%
O=C1CC(NCC2CCCO2)C(=O)N1c1ccc(Cl)cc1 (stereo not drawn)	-2.3%	10%	-0.1%	-5%	-24%	-12%	4%	-1%	-0.2%
Cc1cc(C)nc(CC(N)=O)n1	-0.2%	15%	0.1%	-3%	-22%	-6%	-26%	13%	-2.2%
COc1ccc(N2CCOCC2)c(NC(=O)COc2cccc(C)c2)c1	-2.5%	1%	-0.2%	-9%	-10%	11%	2%	8%	2.0%
Fc1ccc(-n2nnc(-c3ccccc3)n2)cc1	0.7%	0%	-0.1%	3%[20 µM]	-18%	5%	8%	12%	0.6%
COc1ccc(C(O)(CCc2ccccc2)CCN2CCCCC2)cc1 (stereo not drawn)	-1.0%	/	0.1%	13%	-16%	-13%	-20%	6%	-1.6%
CCC(C)NC(=O)CSC1=Nc2ccccc2C2=NC(c3ccccc3)C(=O)N12 (stereo not drawn)	-2.7%	7%	0.2%	-41%	-5%	-4%	20%	-4%	-0.4%
COC(=O)Nc1c(C)nn(Cc2ccccc2C)c1C	-0.5%	11%	-0.1%	19%	-39%	-2%	-10%	0%	2.7%
COC(=O)c1ccccc1NC(=O)NCc1ccncc1	-3.5%	6%	0.3%	-22%[20 µM]	-32%	0%	6%	12%	0.0%
COc1ccc(OCCn2c(=O)sc3ccccc32)cc1	/	-3%	-0.1%	-10%[20 µM]	-10%	-38%	15%	8%	2.4%
O=C(C1CCOCC1)N1CCCC(N2CCN(c3cccc(Cl)c3)CC2)C1 (stereo not drawn)	1.0%	4%	-0.2%	17%	-12%	4%	-8%	8%	-0.6%
CC(C)COC(=O)C1C2C=CC3(CN(C4CCCC4)C(=O)C13)O2 (stereo not drawn)	1.9%	-3%	0.2%	-8%	-12%	8%	11%	9%	0.7%
COc1cc(NS(=O)(=O)c2ccc(NC(=O)COc3ccc(C)cc3C)cc2)nc(OC)n1	-2.0%	13%	-0.3%	-24%	0%	15%	6%	19%	-0.2%
CC(C)N1C(=S)SC(C)(C)C1n1oc(=O)n(-c2ccc(Cl)c(Cl)c2)c1=O (stereo not drawn)	-2.4%	6%	0.2%	-11%	-33%	10%	0%	9%	0.5%
O=C(C1CC1)N1CCc2cc(S(=O)(=O)N(CCO)Cc3ccccc3)ccc21	4.2%	4%	-0.1%	19%	-32%	16%	-10%	6%	1.5%
O=C(COc1ccc2ccccc2c1)NCCn1ccc2ccccc21	2.4%	1%	2.4%	-30%	-18%	10%	-11%	12%	0.2%
C/C(=C\c1ccccc1)C(=O)NC1CCSC1=O (stereo not drawn)	3.8%	-3%	0.1%	-33%	-6%	-18%	-4%	-2%	3.2%
CC(C)C(OC(=O)CN1C(=O)COc2ccccc21)C(=O)NC1CCCCC1 (stereo not drawn)	-4.8%	7%	-0.1%	-10%	-26%	-6%	-2%	5%	1.8%
COc1ccc(Cc2n[nH]c(=S)o2)cc1	/	14%	-0.1%	-18%[20 µM]	3%	8%	10%	26%	1.3%
O=C(NCCCN1CCOCC1)C1CC(=O)N(C2CCCCC2)C1 (stereo not drawn)	-1.2%	5%	-0.1%	6%	23%	-12%	-1%	4%	-2.7%
CCN(CC)S(=O)(=O)c1ccc(Cl)c(NC(=O)COc2ccc(OC)cc2[N+](=O)[O-])c1	6.3%	2%	-0.8%	-4%	-18%	4%	10%	0%	-0.1%
Cc1ccc(-c2nc(CS(=O)(=O)CC(=O)NCCCN3CCOCC3)c(C)o2)cc1	1.2%	0%	0.1%	-14%	3%	5%	-6%	8%	0.9%
CCOC(=O)C(Cc1ccccc1)NC(=O)CNC(=O)CNC(=O)OCc1ccccc1 (stereo not drawn)	-4.8%	5%	-0.6%	18%	-31%	10%	10%	18%	0.1%

# Another view of part of the listing above:
> CCN(CC)S(=O)(=O)c1ccc(Cl)c(NC(=O)COc2ccc(OC)cc2[N+](=O)[O-])c1
  KOR beta-arrestin-2 = 6.3%
  MgcRacGAP inhibition = 2%
  GPR55 activation = -0.8%
  KOR beta-arrestin-1 = -4%
  NOD1 inhibition = -18%
  NOD2 inhibition = 4%
  GPR55 LPI antagonism = 10%
  Large T inhibition = 0%
  HIV fusion peptide = -0.1%
> Cc1ccc(-c2nc(CS(=O)(=O)CC(=O)NCCCN3CCOCC3)c(C)o2)cc1
  KOR beta-arrestin-2 = 1.2%
  MgcRacGAP inhibition = 0%
  GPR55 activation = 0.1%
  KOR beta-arrestin-1 = -14%
  NOD1 inhibition = 3%
  NOD2 inhibition = 5%
  GPR55 LPI antagonism = -6%
  Large T inhibition = 8%
  HIV fusion peptide = 0.9%
> CCOC(=O)C(Cc1ccccc1)NC(=O)CNC(=O)CNC(=O)OCc1ccccc1 (stereo not drawn)
  KOR beta-arrestin-2 = -4.8%
  MgcRacGAP inhibition = 5%
  GPR55 activation = -0.6%
  KOR beta-arrestin-1 = 18%
  NOD1 inhibition = -31%
  NOD2 inhibition = 10%
  GPR55 LPI antagonism = 10%
  Large T inhibition = 18%
  HIV fusion peptide = 0.1%

# Next compounds follow.
structure	KOR beta-arrestin-2	MgcRacGAP inhibition	GPR55 activation	KOR beta-arrestin-1	NOD1 inhibition	NOD2 inhibition	GPR55 LPI antagonism	Large T inhibition	HIV fusion peptide
COc1cccc(C2c3[nH]c4ccccc4c3C[C@H]3C(=O)N(c4ccccc4C(=O)N4CCCC4C(=O)O)C(=O)N23)c1 (stereo partly drawn)	-1.1%	-4%	-0.2%	-2%[20 µM]	-3%	12%	-8%	10%	9.2%
Cc1ccc(-c2cc(C(=O)NCc3ccco3)c3ccccc3n2)s1	-2.5%	16%	-0.1%	0%	/	12%	-3%	14%	-3.1%
CCOC(=O)CSc1nnc2n1C(C)(C)Cc1ccccc1-2	3.8%	7%	0.6%	-18%	12%	1%	2%	0%	2.0%
COc1ccc(NC(=O)C(=O)NCCN2CCN(C(=O)c3ccc(C(C)(C)C)cc3)CC2)cc1	1.6%	0%	-0.1%	-7%[20 µM]	-12%	17%	-2%	-1%	-0.4%
CC(=O)c1ccc(C(=O)N2CCC(n3nccc3NC(=O)C3CC3)CC2)cc1	0.0%	9%	0.4%	-10%	-33%	5%	17%	5%	-0.7%
COc1ccc(CCNC(=O)CCCn2ncn3c(cc4occc43)c2=O)c(OC)c1	-2.3%	1%	-0.2%	-6%	-15%	12%	22%	10%	-0.9%
CCn1c(=O)n(CC(=O)Nc2cc(OC)c(OC)c(OC)c2)c(=O)c2ccccc21	-1.7%	-6%	0.3%	-28%	-39%	6%	14%	16%	0.4%
COc1cccc(N2C(=O)CC(NNC(=O)c3cccs3)C2=O)c1 (stereo not drawn)	2.8%	-9%	0.0%	15%	9%	6%	3%	6%	12%

# Look-ups from the list.
# `COc1cccc(N2C(=O)CC(NNC(=O)c3cccs3)C2=O)c1` (stereo not drawn) in MgcRacGAP inhibition has -9%
# `COc1ccc(NC(=O)C(=O)NCCN2CCN(C(=O)c3ccc(C(C)(C)C)cc3)CC2)cc1` in GPR55 activation has -0.1%
# `Cc1ccc(-c2cc(C(=O)NCc3ccco3)c3ccccc3n2)s1` in NOD2 inhibition has 12%
# `COc1cccc(C2c3[nH]c4ccccc4c3C[C@H]3C(=O)N(c4ccccc4C(=O)N4CCCC4C(=O)O)C(=O)N23)c1` (stereo partly drawn) in NOD1 inhibition has -3%

# Next records
structure	KOR beta-arrestin-2	MgcRacGAP inhibition	GPR55 activation	KOR beta-arrestin-1	NOD1 inhibition	NOD2 inhibition	GPR55 LPI antagonism	Large T inhibition	HIV fusion peptide
C=CCN=C1N[C@@H](c2cccc(C(F)(F)F)c2)C(C(=O)OC)=C(C)N1CC	-4.6%	-9%	0.0%	-15%[20 µM]	-24%	-4%	12%	6%	0.3%
NC1=NC(=O)/C(=C\c2cc([N+](=O)[O-])ccc2Cl)S1	-6.5%	2%	-0.3%	18%	-30%	16%	7%	8%	-3.5%
Cc1csc(NC(=O)c2ccncc2)n1	-1.7%	8%	-0.2%	16%	-3%	14%	2%	3%	2.2%
Cc1cccc(OCC(=O)Nc2nnc(S(=O)(=O)N3CCC(C)CC3)s2)c1	-1.0%	0%	-0.2%	12%[20 µM]	-17%	6%	3%	3%	3.0%
Cc1nnc(-c2cccc(C(F)(F)F)c2)nc1N1CCOCC1	-3.2%	2%	-0.1%	31%[20 µM]	-36%	-13%	2%	23%	0.2%
Cc1cccnc1NC(=S)Nc1ccc(Cl)c(Cl)c1	/	1%	0.2%	-11%[20 µM]	-49%	-43%	1%	6%	1.2%
C[N+]1(CCCCCCC(=O)/C=N/O)CCCCCC1	-10%	3%	-0.1%	/	9%	-19%	9%	3%	-1.4%
CC(C)(C)c1n[nH]c2c1CCCC2	2.3%	7%	-0.2%	-50%	-45%	-10%	-4%	6%	2.5%
COc1ccc(OCCN2C(=O)NC3(CCc4ccccc4C3)C2=O)cc1 (stereo not drawn)	-0.2%	3%	0.6%	8%	0%	11%	14%	1%	-0.4%
c1ccc2c(c1)CC1(CCCCC1)n1nnnc1-2	0.5%	-1%	-0.3%	-9%	-29%	-8%	-1%	6%	-1.4%
CCOCCn1cnc2sc(C(=O)NCC(=O)OCC)c(C)c2c1=O	1.3%	-2%	0.7%	-22%	-32%	-9%	14%	2%	1.1%
NCCCC[C@H]1CNC(=O)C(=O)N1CCc1cccc2ccccc12	-2.5%	6%	0.6%	13%	4%	18%	-4%	6%	-0.3%
CC(C)(Oc1ccc(Cl)cc1)C(=O)NCc1ccncc1	-0.6%	5%	-0.1%	13%	-15%	4%	5%	16%	1.0%
CC(=O)Nc1ccc(NC(=O)Nc2ccc(C)c(C)c2)cc1	-3.7%	9%	0.0%	-13%[20 µM]	-17%	-12%	-6%	26%	0.2%
Clc1ccc(CN2CCCCCC2)cc1Cl	-6.5%	22%	0.8%	4%[20 µM]	-18%	-3%	18%	5%	-0.9%
CCC(C)(C)NC(=O)C(C(C)C)N(CC1CCCO1)C(=O)CNS(=O)(=O)c1ccc(F)cc1 (stereo not drawn)	-1.9%	6%	0.5%	22%	-20%	12%	-3%	14%	-2.0%

# Screening results: PubChem, several laboratories

# This is a subset; the hit share may differ from the screen's.
